B2AR arrestin: qHTS assay of beta-arrestin-biased ligands of beta2-adrenergic receptor; Beta-2 adrenergic receptor (Homo sapiens), P07550; beta-arrestin recruitment to beta2AR, cell-based reporter; Potency, µM (top dose mostly 46.1 µM), inactives show top-dose activation, most hits filed as activators; 0.02% of 330,000 active; AID 492947, 2010;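 further: potency means the concentration at half of the fitted maximal effect; 0% = DMSO controls and full agonism = EC100 isoproterenol or metaproterenol; nearly all actives have a fitted effect of over 65% in size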
Chronic BCR inh: qHTS Assay to Find Inhibitors of Chronic Active B-Cell Receptor Signaling; ABC-DLBCL IkBa-CBG/CBR reporter, luminescence ratio, 4 h; Potency, µM (top dose mostly 46.1 µM), for inactives: at the top dose ratio change, negative = lower green/red ratio, hits mostly inhibitors; 0.05% of 340,000 active; AID 493014, 2011; active means well fitted inhibition curve with a large enough effect in the signal ratio, with a control signal flat, not every such curve was filed as active; inconclusive means small, poorly fitted or top-dose-only effect, or effect the other way, or a change in a side signal; the % refers to the signal ratio;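 further: potency means the concentration at half of the fitted maximal effect; plate controls were basal doxycycline-induced cells for no effect and cells given 10 µM MG132 for full effect; MG132 reads +100%, hits lower the ratio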
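Compounds up to 46 uM were incubated four hours with TMD8 cells whose green CBG68 luciferase is fused to IkappaBalpha; red CBR luminescence normalised the signal, and concentration-effect curves were fitted to fusion, red and ratio data.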
FBPA coupling cs: qHTS Assay for Inhibitors of Fructose-1,6-bisphosphate Aldolase from Giardia Lamblia: Coupling assay counterscreen; coupling enzyme system counterscreen, AmpLite Red fluorescence; activity change, negative = inhibition, % at 58.2 µM, hits read low; 0.67% of 290,000 active; AID 2472, 2010; in the data active means activity change below about -30%
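Compounds tested against the coupling enzymes alone at 57.5 uM final; readout was AmpLite Red fluorescence (525/598 nm) after 20 min at RT.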
PKM2 act: qHTS Assay for Activators of Human Muscle isoform 2 Pyruvate Kinase; Pyruvate kinase PKM (Homo sapiens), P14618; purified PKM2, Kinase-Glo ATP luminescence, activation; response scale: 0% is enzyme alone, no compound; Potency, µM (top dose mostly 57.5 µM), for inactives: top-dose activation, most hits filed as activators; 0.34% of 260,000 active; further: potency means the concentration at half of the fitted maximal effect; nearly all actives have a fitted effect of over 55% in size
Target sequence (P14618 whole entry, looked up, canonical isoform): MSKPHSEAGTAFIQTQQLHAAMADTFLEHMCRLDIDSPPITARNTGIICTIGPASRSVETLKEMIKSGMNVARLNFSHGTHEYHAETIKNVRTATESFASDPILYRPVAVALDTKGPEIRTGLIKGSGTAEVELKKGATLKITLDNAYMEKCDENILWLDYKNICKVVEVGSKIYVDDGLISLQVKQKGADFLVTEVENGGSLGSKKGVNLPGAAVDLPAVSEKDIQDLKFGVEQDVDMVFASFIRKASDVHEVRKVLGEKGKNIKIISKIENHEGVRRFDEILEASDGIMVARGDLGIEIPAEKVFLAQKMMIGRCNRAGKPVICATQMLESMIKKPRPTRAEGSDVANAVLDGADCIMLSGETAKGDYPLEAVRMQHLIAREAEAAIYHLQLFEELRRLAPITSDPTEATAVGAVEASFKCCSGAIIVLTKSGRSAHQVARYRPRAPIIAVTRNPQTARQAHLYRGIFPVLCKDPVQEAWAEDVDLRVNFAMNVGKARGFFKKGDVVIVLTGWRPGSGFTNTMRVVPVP
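Kinase-Glo luminescence reports ATP generated from ADP (0.1 mM) and PEP (0.5 mM) by purified hPK-M2 after 1 h at room temperature, pH 7.2 imidazole buffer; intermediate enzyme activity allows detecting inhibitors and activators.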
Eya2 inh: qHTS Assay for Inhibitors of the Phosphatase Activity of Eya2; recombinant Eya2, OMFP fluorescence dephosphorylation (OMFP is methylfluorescein phosphate); Potency, µM (series often up to 76.9 µM), without a hit: at the highest dose activity, negative = inhibition, usual class: inhibitors; 0.006% of 330,000 active; AID 488837, 2010; further: potency means the concentration at half of the fitted maximal effect
Target sequence (O00167 whole entry, looked up): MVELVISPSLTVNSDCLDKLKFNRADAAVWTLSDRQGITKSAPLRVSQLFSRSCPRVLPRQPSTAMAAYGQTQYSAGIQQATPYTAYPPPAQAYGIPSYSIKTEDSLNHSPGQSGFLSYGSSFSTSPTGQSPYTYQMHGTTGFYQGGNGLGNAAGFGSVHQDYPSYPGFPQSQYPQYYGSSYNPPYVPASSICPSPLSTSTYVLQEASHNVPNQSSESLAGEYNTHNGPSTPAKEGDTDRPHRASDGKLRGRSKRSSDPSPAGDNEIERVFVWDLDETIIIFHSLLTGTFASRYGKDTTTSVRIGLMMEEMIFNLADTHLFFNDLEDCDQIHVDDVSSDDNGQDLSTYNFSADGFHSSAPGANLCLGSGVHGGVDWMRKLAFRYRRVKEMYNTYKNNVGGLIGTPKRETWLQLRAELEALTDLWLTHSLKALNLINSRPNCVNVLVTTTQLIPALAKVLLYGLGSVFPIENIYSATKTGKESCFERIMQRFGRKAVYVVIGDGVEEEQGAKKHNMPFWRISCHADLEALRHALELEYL
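Eya2 (0.2 uM) preincubated 10 min at ambient with compound, then OMFP substrate added at 50 uM; 10 min reaction in 50 mM HEPES pH 7.5, 50 mM NaCl, 5 uM MgCl2, 0.05% BSA, 1 mM DTT. Fluorescence read at Ex 485/Em 525 nm.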
uPA generation: qHTS for Inhibitors of Cell Surface uPA Generation; Potency, µM (titrated, usually from 38.3 µM), without a hit: at the top dose activity change, negative = inhibition, usual class: inhibitors; cell surface uPA generation assay, qHTS; 0.31% of 330,000 active; active means well fitted inhibition curve with a large enough effect; inconclusive means small, poorly fitted or top-dose-only effect; inactive means no such curve, though single readings can be large or run the other way; tested in mouse RAW 264.7 cells; further: potency means the concentration at half of the fitted maximal effect; nearly all actives have a fitted effect of over 55% in size
Giardia killer: Small Molecules that selectively kill Giardia lamblia: qHTS; AID 540267, 2011; activity change, % at 7.66 µM, hits read low; 0.15% of 340,000 active; Giardia lamblia trophozoite viability; in the data active means activity change below about -80%; inconclusive means between about -30% and that limit;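 further: parasites exposed to compound for two days anaerobically before the ATP read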
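Media and compound were dispensed first, then trophozoites at 100 cells/well; plates sat 48 hrs at 37 deg C without oxygen before ATP luminescence reagent was added and read after 15-30 min at room temperature.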
USP2a block: qHTS Assay for Inhibitors of Ubiquitin-specific Protease USP2a Using CHOP2 as the Reporter; Ubiquitin carboxyl-terminal hydrolase 2 (Homo sapiens), O75604; USP2 core, Ub-CHOP2 coupled fluorogenic reporter, 485/531; Potency, µM (series often up to 38.3 µM), for inactives: at the top dose activity change, negative = inhibition, usual class: inhibitors; 0.01% of 330,000 active;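 further: potency means the concentration at half of the fitted maximal effect; plate controls were DMSO wells for no effect and full inhibition by NEM control for full effect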
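Deubiquitinase activity read as fluorescence (485/531 nm) after Ub-CHOP2 cleavage activates the enterokinase reporter on its substrate; USP2 core 10nM, Ub-CHOP2 and substrate 25nM each, 30min compound preincubation then 60min RT; data normalized to NEM, curves fitted.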
KCNH2 3.1 inh: qHTS for Inhibitors of KCHN2 3.1: Mutant qHTS; 0.95% of 340,000 active; Potassium voltage-gated channel subfamily H member 2, brain isoform KCNH2 3.1 (human); U2OS KCNH2 3.1, thallium flux FluxOr; stronger effect = lower value; activity change, % (tested at about 1.8 µM); AID 720553, 2013;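 active means maximum activity change below -70%; inconclusive means maximum activity change from -70% to -50%; inactive means maximum activity change above -50%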;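 further: thallium influx rate constant from kinetic fluorescence after stimulation buffer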
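Thallium flux read-out: FluxOr dye with Red40 quencher in HBSS/HEPES, 45 min at RT. Rate constants from kinetic reads were normalized to positive and negative DMSO controls. Cells: U2OS virally expressing the 3.1 isoform.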
hERG WT inh: qHTS for Inhibitors of KCHN2 3.1: Wildtype qHTS; activity change, % at 1.84 µM; 0.37% of 340,000 active; Voltage-gated inwardly rectifying potassium channel KCNH2 (Homo sapiens), Q12809; AID 720551, 2013; U2OS, BacMam KCNH2, thallium flux FluxOr; stronger effect = lower value;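 active means maximum activity change below -70%; inconclusive means maximum activity change between -70% and -50%; inactive means maximum activity change above -50%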
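U2OS cells were transduced with wild-type KCNH2 virus (2.03 x 10^8 / mL) for 4 h at room temperature, then cultured overnight at 37 C. Thallium flux was read with FluxOr dye. Rate constants were normalized to DMSO controls.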
GALK inhibitor: qHTS Assay for Inhibitors of Human Galactokinase (GALK); Purified GALK, Kinase-Glo residual ATP luminescence; P51570; Potency, µM (top dose mostly 57.5 µM), for inactives: at the highest dose activity change, negative = inhibition, actives largely listed as inhibitors; 0.007% of 270,000 active; further: potency means the concentration at half of the fitted maximal effect
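Human GALK (5 nM) with 35 uM ATP and 100 uM galactose in 20 mM HEPES pH 8.0, 5 mM MgCl2, 60 mM NaCl, 1 mM DTT, 0.01% BSA. After 1 h at room temperature, leftover ATP was read by Kinase-Glo Plus luminescence.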
An asterisk follows results filed as active; ? = inconclusive; / = not tested or not shown; [ ] = remark or other dose. Unless noted, the call rests on the fitted dose curve; in most records, active means well fitted curve in the direction sought with a large enough effect; inconclusive means small, poorly fitted or top-dose-only effect, or another doubt; inactive means no such curve, though single readings can be large; an effect the other way counts as inactive or inconclusive. Unless noted, on the % scale 0 is the no-effect control and ±100 the full control effect.

Fields: B2AR arrestin, Chronic BCR inh, FBPA coupling cs, PKM2 act, Eya2 inh, uPA generation, Giardia killer, USP2a block, KCNH2 3.1 inh, hERG WT inh, GALK inhibitor
> Cc1cc(=O)n2nc(N3CCCC(C(=O)NC(C)c4ccccc4)C3)sc2n1 (stereo not given)
 : 0.1%, -10%, -3, -6%, 22%, -2%, 13, 4%, 3, 8, 0%
> COc1cccc(-n2c(C)nc3c(cnn3-c3ccc(Cl)cc3)c2=O)c1
 : 0.1%, -8%, 0, 1%, 8%, 1%, 7, 1%, -18, 4, -1%
> O=C(Oc1cc(=O)oc2ccccc12)c1cccnc1Cl
 : -0.2%, ?, 0, -22%, 8%, 6%, -22, 0%, -15, 3, 3%
> CCN(CC)S(=O)(=O)c1ccc2oc(C(=O)N3CCCCCC3)c(C)c2c1
 : -0.2%, -18%, 0, -4%, ?, 0%, 17, -1%, -2, 16, -4%
> Cc1ccc2c(c1)C(=O)C(=O)N2CCOc1ccccc1
 : 0.0%, ?, -4, 9%, 2%, -2%, 4, 8%, -43, -12, 1%
> O=C(CN1CCN(Cc2ccccc2)CC1)Nc1nc2ccccc2s1
 : -0.7%, -1%, 0, /, -11%, 2%, 10, 3%, -9, 23, /
> CCOc1ccccc1Nc1nnc(SCC(=O)NC(Cc2c[nH]c3ccccc23)C(=O)O)s1 (stereo not given)
 : 0.1%, 5%, 5, 2%, -8%, -4%, 17, 2%, -4, 6, -1%
> Cc1cccc(NC(=O)[C@@H]2CCCN2C(=O)OC(C)(C)C)c1C
 : -1.0%, 1%, 0, /, ?, -2%, -22, 1%, 24, -4, /
> CC(=O)c1ccc(-c2ccc(-c3cc(=O)oc4c(C(C)C)ccc(C)c34)cc2)cc1
 : -0.1%, ?, 0, /, -8%, 6%, -1, 0%, -7, 1, /
> COc1ccc(S(=O)(=O)N2CCCC2C(=O)Nc2nccs2)cc1 (stereo not given)
 : /, /, 2, -3%, /, 1%, 0, /, -3, -1, -3%
> CC(C)OCCCn1c(=N)c(C(N)=S)cc2c(=O)n3ccccc3nc21
 : -0.6%, 3%, -2, 0%, 25%[15.4 µM], -3%, -17, 3%, -7, 10, 1%
> COc1cc(SC)ccc1C(=O)Nc1cc(C)c(OCC(=O)N2CCOCC2)c(C)c1
 : -0.5%, 0%, /, -3%, 1%, ?, -22, -3%, 16, 5, 5%
> COc1ccccc1C(=O)COC(=O)c1cc(S(=O)(=O)N2CCCCC2)ccc1N1CCOCC1
 : 0.1%, 1%, /, /, -6%, -6%, -21, 1%, 2, 2, /
> O=C(COC(=O)/C=C/c1cccc(Br)c1)NC1CCCCC1
 : -0.3%, ?, /, /, -25%, 20%, -2, 2%, -3, -24, /
> O=C(NNC(=O)c1cc2cc(Br)ccc2oc1=O)c1ccc(O)cc1
 : -0.4%, ?, 0, -3%, 6%, 4%, 13, 1%, 22, -2, 3%
> COc1ccc(NC(=O)COC(=O)c2ccco2)c([N+](=O)[O-])c1
 : 0.1%, -1%, 1, 4%, 9%, -18%, -5, 1%, 25, 0, 10%
> CC1N(C)c2cc(NC(=O)c3ccco3)c(P(=O)(Nc3ccc([N+](=O)[O-])cc3)N3CCOCC3)cc2C1(C)C (stereo not given)
 : -0.1%, 0%, -5, 3%, -3%, /, -29, -1%, -17, -14, 5%
> Cc1nn(-c2ccccc2)c2sc(C(=O)NCCN3CCOCC3)cc12
 : -0.1%, 4%, 1, 8%, 4%, 0%, -5, 0%, -14, -5, -2%
> CCSc1ccccc1C(=O)NCc1ccc2c(c1)OCO2
 : -0.9%, 6%, -2, -5%, 20%, -6%, 4, 1%, -6, -17, 2%
> Cc1ccc(NC(=O)CN2C(=O)NC(Cc3ccccc3)C2=O)c(Br)c1 (stereo not given)
 : 0.0%, ?, 0, 1%, 18%, 7%, -20, 5%, 7, -8, -2%

Fields: B2AR arrestin, Chronic BCR inh, FBPA coupling cs, PKM2 act, Eya2 inh, uPA generation, Giardia killer, USP2a block, KCNH2 3.1 inh, hERG WT inh, GALK inhibitor
> COc1ccccc1NC(=O)c1nn(C)c(C(=O)Nc2ccccc2OC)c1[N+](=O)[O-]
 : -0.9%, 0%, -2, /, -6%, -5%, -5, 1%, -4, -10, /
> O=C(NCCCc1ccccc1)c1ccc(-n2cncn2)c([N+](=O)[O-])c1
 : -0.2%, 3%, /, /, 6%, 0%, -6, 2%, -1, 3, /
> CC(=O)NC(CC(=O)Nc1ccc2c(c1)OCCO2)c1ccccc1 (stereo not given)
 : 3.0%, -1%, 4, -2%, -19%, 1%, -10, 0%, 5, 3, 4%
> CCN(C(=O)COC(=O)c1c(C)nn(-c2ccccc2)c1Cl)c1c(N)n(Cc2ccccc2)c(=O)[nH]c1=O
 : -0.1%, -2%, /, /, -34%, 0%, 1, -1%, 10, -33, /
> Cc1ccc2nc(NC(=O)CN(C)S(=O)(=O)c3ccc(Br)s3)sc2c1
 : 0.0%, 2%, 0, 7%, -27%, -10%, -19, 2%, -26, -8, -3%
> COc1cccc(C(=O)NCCS(=O)(=O)NC2CCCC2)c1
 : 0.1%, -1%, /, /, -19%, 1%, -26, 0%, 0, -21, /
> CC(C)c1cc(Br)ccc1OCCN1C(=O)NC(C)(C)C1=O
 : -0.4%, ?, -6, -1%, -3%, -8%, -9, 0%, 7, -4, 0%
> Cc1ccc(NC(=O)c2sc(Cl)nc2-c2ccccc2)cc1C
 : 0.1%, -4%, 0, 0%, 18%, 8%, -25, 0%, 1, 1, 1%
> O=C(CN1c2cccc3cccc(c23)S1(=O)=O)N1CCN(c2ccccc2)CC1
 : -0.3%, ?, /, /, -12%, 0%, -5, 7%, -2, 29, /
> CCCS(=O)(=O)N1CCN(CC2CC3C=CC2C3)CC1 (stereo not given)
 : -0.6%, 1%, 0, -4%, 6%, 7%, 27, -1%, -1, -8, 2%
> O=C(CCCn1cnc([N+](=O)[O-])n1)Nc1cccc(O)c1
 : -0.2%, 0%, -4, 5%, -2%, 2%, 6, 2%, -17, 14, 12%
> O=C(CN1CCC(NC(=O)c2ccccc2F)CC1)Nc1ccc2c(c1)OCCO2
 : 0.3%, -7%, 2, 1%, 5%, 5%, 19, -2%, -2, /, 4%
> O=C(Nc1ccc(N2CCCC2)c(Cl)c1)c1ccco1
 : -1.1%, ?, -1, 0%, -2%, ?, ?, 1%, 0, -9, 5%
> CCCC(=O)Nc1nc2c(s1)COc1ccccc1-2
 : 0.7%, ?, -5, 4%, 7%, 0%, 8, 0%, -10, -4, /
> Cc1ccc(C2C(C#N)=C3N=C(N)c4ccccc4N3C3=C2C(=O)CCC3)cc1 (stereo not given)
 : 2.6%, -9%, -4, 3%, -11%, -15%, 13, -4%, 1, -3, /
> CNC(=O)CN(c1ccc(C(C)C)cc1)S(C)(=O)=O
 : -0.4%, 0%, -2, -8%, 18%, /, -4, 3%, -2, 0, 1%
> CCn1c(=O)c(C)nn2c3ccccc3nc12
 : 0.1%, 0%, 1, 0%, 17%[15.4 µM], -1%, -4, 6%, 16, -19, 3%
> Cc1ccc2nc(-c3ccccc3N)[nH]c2c1
 : 0.2%, ?, -13, -21%, -2%, -18%, -13, 0%, -14, -4, 4%
> CCC(=O)NC(C)c1cc(Cl)c2ccccc2c1O (stereo not given)
 : -0.3%, -8%, /, /, -3%, -3%, -18, -2%, /, /, /
> C=CCN1C(=Nc2cccnc2)SCC1(O)c1ccc(C)cc1 (stereo not given)
 : -0.5%, 15%, -1, -5%, 15%, /, /, 0%, /, /, 0%

Fields: B2AR arrestin, Chronic BCR inh, FBPA coupling cs, PKM2 act, Eya2 inh, uPA generation, Giardia killer, USP2a block, KCNH2 3.1 inh, hERG WT inh, GALK inhibitor
> Cc1cc(NC(=O)COC(=O)c2c(C)noc2C)ccc1Br
 : -0.2%, 14%, 2, 1%, 9%, 2%, -14, 2%, 12, 0, -2%
> COc1ccc2nc(SCC(=O)NC(C)(C)C)[nH]c2c1
 : -0.9%, 6%, 2, 4%, 1%, -2%, 3, 3%, -19, -7, 5%
> CSc1ncccc1C(=O)OCC(=O)c1cc2ccccc2o1
 : -0.3%, -1%, -1, 1%, -7%, 9%, 9, 0%, -4, 2, 5%
> O=C(N/N=C/c1c[nH]c2ccccc12)c1ccc(Br)cc1
 : -3.4%, 4%, 0, -11%[11.5 µM], -15%, -4%, 9, -2%, -16, -5, 5%
